aSyn yeast rescue: qHTS of alpha-syn Inhibitors: NCGC Sytravon Library Screen; S. cerevisiae alpha-synuclein toxicity rescue, BacTiter-Glo growth, 24 h; Potency, µM (doses to about 46.1 µM), inactives show at the top dose growth rescue (activation), hits mostly activators; hit rate 0.02% among 94,000; active means well fitted activation curve with a large enough effect; inconclusive means small, poorly fitted or top-dose-only effect; further: 0% is about no effect
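Growth restoration measured by BacTiter-Glo luminescence after 24 hr at 30 deg C; alpha-synuclein yeast, raffinose-pregrown to mid-log, were added at OD600=0.02 in galactose medium onto pinned compounds.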
* = called active by the depositor; ? = inconclusive; & = joins results of further samples. Potency means the concentration at half of the fitted maximal effect. These rows are one share of the data (hit frequency here may not be typical).

SMILES	aSyn yeast rescue
COc1cccc(CNS(=O)(=O)c2cc(Br)cc3c2N(C(C)=O)C(C)C3)c1 (configuration not stated)	-7.4%
CCOC(=O)c1ccccc1NC(=O)N1CCN2CCCCC2C1 (configuration not stated)	-5.6%
Cc1ccc(CNc2c(C)c(C)nc3nncn23)cc1	-1.3%
COc1ccc2nc(NC(=O)CCNC(=O)c3ccccc3Cl)sc2c1	3.5%
O=C(Nc1ccc(Cl)c(C(F)(F)F)c1)C1CCN(S(=O)(=O)c2cccc3nonc23)CC1	-4.0%
CCc1nc2nc(C)c(NS(=O)(=O)c3ccc(C(C)(C)C)cc3)c(=O)n2[nH]1	5.1%
O=C(CC1Sc2ccc(C(F)(F)F)cc2NC1=O)Nc1ccc(Cl)c(C(F)(F)F)c1 (configuration not stated)	11.2%
COc1ccc(C(=O)NCCNC(=O)c2ccc(C)nc2)cc1	3.0%
COc1cccc(CNC(=O)Cn2c(=O)oc3cc(S(=O)(=O)N4CCC(C)CC4)ccc32)c1	1.3%
Cc1cccc(C)c1NC(=O)CS(=O)(=O)c1nc(-c2ccc(Cl)cc2)cn1-c1ccccc1	?
CC(=O)c1ccc(N2CCN(c3ccc(NC(=O)c4ccc(F)cc4)cc3C(=O)O)CC2)cc1	-4.5%
Cc1cc(C)c(NC(=O)CN2C(=O)CCn3nc(-c4cccn4C)cc32)c(C)c1	0.3%
CCOc1ccc(-c2cc(CCCC(=O)NCCc3ccc(Cl)cc3)no2)cc1	3.0%
O=C(CSc1nccn1Cc1ccc(F)cc1)NC1CCCCC1	-3.2%
Cc1ccc(CCNS(=O)(=O)c2c(C)nc3sccn3c2=O)cc1	8.1%
CCc1cc(C(=O)NNC(=O)c2csc(N3CCOCC3)n2)sc1C	-5.4%
O=C(COc1ccc(Cl)cc1)Nc1ccc(O)c(-c2nc3ccccc3s2)c1	-1.3%
COc1ccccc1OCC(=O)NCC1CCCN(C(=O)c2cccc(C)c2)C1 (configuration not stated)	6.2%
COc1ccc(CCNC(=O)c2c(O)nc3cc(C)ccn3c2=O)cc1OC	5.2%
COc1ccccc1N1CCN(C(c2ccccc2)c2nnc(-c3ccccc3Cl)o2)CC1 (configuration not stated)	13.5%
Fc1ccccc1Cc1ccc(Cl)nn1	0.1%
O=C(c1cccc(S(=O)(=O)N2CCN(c3ccc(F)cc3)CC2)c1)N1CCCC(C(F)(F)F)C1 (configuration not stated)	-12.1%
CCCCn1c(N)c(N(CC(C)C)C(=O)CCNC(=O)c2ccc(Cl)cc2)c(=O)[nH]c1=O	0.8%
C=C(C)Cn1c(SCC(=O)c2ccccc2)nc2sc3c(c2c1=O)CCCC3	1.1%
Cc1ccccc1NC(C)C(=O)N/N=C/c1c[nH]c2ccccc12 (configuration not stated)	-1.8%
COC(=O)c1ccc(CC(=O)c2nc3ccccc3s2)cc1	-6.1%
Cc1cccc(NC(=O)C2CCN(C(=O)c3ccc(F)cc3)CC2)n1	12.0%
CCCCN1CCc2nc(N3CCN(c4ncccn4)CC3)ncc2C1	1.6%
Cc1cc(=O)n(Cc2cccc(Cl)c2)c2c1c(C)nn2-c1ccccc1	2.0%
Cc1cc(Nc2cccc(O)c2)c2cccc(Br)c2n1	3.2%

Remaining list, next part:
SMILES	aSyn yeast rescue
CCc1ccc(NC(=O)CSc2nc(CSc3ccc(C)cc3)cc(=O)[nH]2)cc1	-16.4%
Cc1ccc(CN2CCN(/N=C/c3ccc(O)c(O)c3)CC2)cc1	4.3%
Cc1ccc(NC(=O)CSc2nnc3[nH]c(=O)cc(C)n23)cc1Cl	-2.9%
Cc1ccc2c(c1)N(CCCC(=O)NCCCN1CCCCC1)C(=O)CO2	4.3%
O=C(OCc1ccccc1Cl)c1ccc(-c2nnn(Cc3ccc(F)cc3)n2)cc1	-4.4%
COC(=O)c1ccccc1NC(=O)/C=N/O	6.1%
Cc1cc(Nc2ccc(Cl)cc2)nc(N2CCOCC2)n1	12.2%
CCOC(=O)c1cnc2c(ccc3ccccc32)c1Nc1ccc(OC)c(OC)c1	-5.5%
CC(=O)N(Cc1cccnc1)c1nc2ccc(F)cc2s1	3.4%
COc1ccc(C(=O)COC(=O)c2cc(-c3ccccc3)nc3c(C)cccc23)cc1	-1.0%
CC1CCN(Cc2c(O)ccc3c2O/C(=C\c2ccco2)C3=O)CC1	-11.0%
COc1ccc(N2CC(NC(=O)COc3ccccc3)CC2=O)cc1OC (configuration not stated)	0.1%
COc1ccc(NS(=O)(=O)c2cc3c(cc2C)NC(=O)CO3)c(OC)c1	3.6%&-1.4%
O=C(NCC1CCCN1S(=O)(=O)c1cccs1)C(=O)Nc1ccccc1 (configuration not stated)	8.0%
COc1ccc(NC(=O)c2cc(CN3CCCC3)on2)cc1Cl	4.2%
COC(=O)c1ccc(Cl)cc1NC(=O)N1CC2CCCN2c2ccccc21 (configuration not stated)	2.2%
Cc1cc(C)cc(OCCCn2c(-c3ccc(Cl)cc3)nc3ccccc3c2=O)c1	0.1%
Cc1onc(-c2ccccc2)c1-c1csc(N/N=C/c2ccccc2Cl)n1	-6.9%
CCOC(=O)C1=C(C)OC(=Cc2ccc(OC)cc2)C1=O	2.1%
CCC(=O)N1CCc2cc(CNC(=O)c3ccccc3C)ccc21	-4.1%
COc1cc([N+](=O)[O-])c2ncsc2c1	-9.6%
CCCNC(=O)c1ccc(Cn2c(SCC(N)=O)nc3ccccc3c2=O)cc1	-2.4%
CN1CCN(c2ccccc2NC(=O)c2cccc([N+](=O)[O-])c2)CC1	-7.8%
Cc1nc2ccc(S(=O)(=O)CCC(=O)Nc3ccccc3C)cc2s1	-12.0%
O=C(CSc1nccn1Cc1ccc(Cl)cc1)Nc1nc2ccccc2s1	?
N#Cc1cccc(N2[C@@H](Cc3cc4ccccc4n3Cc3ccccc3)COC[C@H]2Cc2ccc3ccccc3c2)c1	5.0%
CC(C)c1nc2ccc(C(=O)NCc3ccc(F)cc3)cc2o1	-13.0%
COC(=O)c1ccc(N2NC(=O)/C(=C/c3cc(OC)c(O)c(OC)c3)C2=O)cc1	-13.8%
COc1ccc(Nc2ncc(C(=O)Nc3cccc(OC)c3)c3ccccc23)cc1	-10.7%
Cc1c(C(=O)N2CCN(C(=O)c3ccco3)CC2)sc2nc(-c3ccc(F)cc3)cn12	-0.2%

For convenience, part of the list above.
SMILES	aSyn yeast rescue
Cc1ccc2c(c1)N(CCCC(=O)NCCCN1CCCCC1)C(=O)CO2	4.3%
O=C(OCc1ccccc1Cl)c1ccc(-c2nnn(Cc3ccc(F)cc3)n2)cc1	-4.4%
COC(=O)c1ccccc1NC(=O)/C=N/O	6.1%
Cc1cc(Nc2ccc(Cl)cc2)nc(N2CCOCC2)n1	12.2%
CCOC(=O)c1cnc2c(ccc3ccccc32)c1Nc1ccc(OC)c(OC)c1	-5.5%
CC(=O)N(Cc1cccnc1)c1nc2ccc(F)cc2s1	3.4%
COc1ccc(C(=O)COC(=O)c2cc(-c3ccccc3)nc3c(C)cccc23)cc1	-1.0%
CC1CCN(Cc2c(O)ccc3c2O/C(=C\c2ccco2)C3=O)CC1	-11.0%
COc1ccc(N2CC(NC(=O)COc3ccccc3)CC2=O)cc1OC (configuration not stated)	0.1%
COc1ccc(NS(=O)(=O)c2cc3c(cc2C)NC(=O)CO3)c(OC)c1	3.6%&-1.4%
O=C(NCC1CCCN1S(=O)(=O)c1cccs1)C(=O)Nc1ccccc1 (configuration not stated)	8.0%
COc1ccc(NC(=O)c2cc(CN3CCCC3)on2)cc1Cl	4.2%
COC(=O)c1ccc(Cl)cc1NC(=O)N1CC2CCCN2c2ccccc21 (configuration not stated)	2.2%
Cc1cc(C)cc(OCCCn2c(-c3ccc(Cl)cc3)nc3ccccc3c2=O)c1	0.1%
Cc1onc(-c2ccccc2)c1-c1csc(N/N=C/c2ccccc2Cl)n1	-6.9%
CCOC(=O)C1=C(C)OC(=Cc2ccc(OC)cc2)C1=O	2.1%
CCC(=O)N1CCc2cc(CNC(=O)c3ccccc3C)ccc21	-4.1%
COc1cc([N+](=O)[O-])c2ncsc2c1	-9.6%
CCCNC(=O)c1ccc(Cn2c(SCC(N)=O)nc3ccccc3c2=O)cc1	-2.4%
CN1CCN(c2ccccc2NC(=O)c2cccc([N+](=O)[O-])c2)CC1	-7.8%
Cc1nc2ccc(S(=O)(=O)CCC(=O)Nc3ccccc3C)cc2s1	-12.0%
O=C(CSc1nccn1Cc1ccc(Cl)cc1)Nc1nc2ccccc2s1	?
N#Cc1cccc(N2[C@@H](Cc3cc4ccccc4n3Cc3ccccc3)COC[C@H]2Cc2ccc3ccccc3c2)c1	5.0%
CC(C)c1nc2ccc(C(=O)NCc3ccc(F)cc3)cc2o1	-13.0%
COC(=O)c1ccc(N2NC(=O)/C(=C/c3cc(OC)c(O)c(OC)c3)C2=O)cc1	-13.8%

Continuation.
SMILES	aSyn yeast rescue
COc1ccc2c(c1)cc1c(=O)n(CC(=O)NC3CC3)nc(C)n12	4.1%
Cc1ccc(-n2c(=O)c3c4c(sc3n(Cc3cc(=O)n5cc(Cl)ccc5n3)c2=O)CCC4)cc1C	-2.8%
O=C(NC(=S)Nc1cccc(C(F)(F)F)c1)c1csnn1	1.2%
CC1=C(C#N)c2nc(N)c(C#N)c(C)c2/C1=C\c1ccc(-c2ccccc2C(=O)O)o1	-5.2%
CCOc1ccc(CCNC(=O)c2cc(Nc3ccc(C)cc3C)nc3ccccc23)cc1OCC	-8.4%
COc1ccc(-n2ccn(CC(=O)NCCc3ccccc3)c(=O)c2=O)cc1OC	-1.8%
O=C(CCc1nc2ccccc2c(=O)[nH]1)NCCN1C(=O)S/C(=C\c2ccccc2Cl)C1=O	-4.3%
Cc1ccc(C(=O)Nc2ccc(F)cc2)cc1S(=O)(=O)N1CCOCC1	-2.0%
COCCn1c(SCc2nnc(-c3ccc(OC)c(OC)c3)o2)nnc1-c1ccncc1	-1.0%
Cc1cccc(NC(=S)NC(C)CCc2ccccc2)c1 (configuration not stated)	-2.4%
CCCCN(C(=O)CC1OC(=O)c2ccccc21)c1c(N)n(CCCC)c(=O)[nH]c1=O (configuration not stated)	5.6%
Cc1ccc(-n2c(C)nn(Cc3ccc([N+](=O)[O-])cc3)c2=O)cc1	1.9%
O=S(=O)(c1ccc(Cl)cc1)c1nc(-c2ccccc2F)oc1NCc1ccccc1	3.7%
CNC(=O)c1c(NC(=O)c2ccc(N3C(=O)CCC3=O)cc2)sc2c1CCCC2	4.8%
CCCN1C(=O)S/C(=C/c2ccc(N3CCOCC3)o2)C1=O	1.3%
CCOc1ccc(C2c3[nH]c4ccccc4c3CCN2C(=O)CSc2ccccc2)cc1 (configuration not stated)	13.5%

Grouped by structure: the entries above containing a cyano group
SMILES	aSyn yeast rescue
N#Cc1cccc(N2[C@@H](Cc3cc4ccccc4n3Cc3ccccc3)COC[C@H]2Cc2ccc3ccccc3c2)c1	5.0%
CC1=C(C#N)c2nc(N)c(C#N)c(C)c2/C1=C\c1ccc(-c2ccccc2C(=O)O)o1	-5.2%

Screening data (PubChem)
